Screening data as filed in PubChem.
STEP block = blocks human striatal-enriched tyrosine phosphatase | P54829 | recombinant STEP, OMFP fluorogenic substrate, fluorescence | inhibition, % at 20 µM | 360,000 tested, 0.25% active | AID 588621;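 active = inhibition at 20 µM, scaled per plate between control wells, above about 37%, limit read from the data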;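 note: 0% = DMSO with enzyme and substrate and 100% = substrate only without enzyme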
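Assay system: isolated STEP enzyme / Timing: 20 min at room temperature, dark / Doses: 20 µM, 1% DMSO / Technique: fluorescence intensity, excitation 480 nm, emission 540 nm / Reagent: fluorogenic phosphatase substrate OMFP at 25 µM final / Measure: percent inhibition scaled to no-enzyme and uninhibited-enzyme controls, plate-pattern corrected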
Tb MetRS inh = Trypanosoma brucei MetRS inhibition; purified T. brucei MetRS, ATP depletion, Kinase-Glo luminescence; inhibition, % at 11.9 µM; 360,000 tested, 0.4% active;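 active = inhibition above a per-plate cutoff of the control wells' mean inhibition plus 3 SD, cut at about 5.5% in these data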;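 note: 0% = DMSO wells median and 100% = median of wells with control inhibitor compound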
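System: purified T. brucei MetRS enzyme / Detection: Kinase-Glo luciferase luminescence reporting remaining unconsumed ATP / Medium: HEPES buffer with MgCl2, KCl, DTT, spermine, BSA, pyrophosphatase / Replication: singlicate, one well per compound / Evaluation: percent inhibition relative to median high and low control wells / Schedule: 2 h aminoacylation at 25 °C after 15 min preincubation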
Scp1 inh = blocks human Scp-1 phosphatase activity. inhibition, % at 20 µM. AID 493091. 340,000 tested, 0.88% active. Q9GZU7. Recombinant Scp1, phosphopeptide, malachite green phosphate absorbance;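 active = inhibition above about 50% at 20 µM, limit read from the data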;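 note: plate controls were DMSO wells with enzyme for no effect and wells lacking enzyme for full effect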
Target sequence (Q9GZU7 76-261 limits assumed): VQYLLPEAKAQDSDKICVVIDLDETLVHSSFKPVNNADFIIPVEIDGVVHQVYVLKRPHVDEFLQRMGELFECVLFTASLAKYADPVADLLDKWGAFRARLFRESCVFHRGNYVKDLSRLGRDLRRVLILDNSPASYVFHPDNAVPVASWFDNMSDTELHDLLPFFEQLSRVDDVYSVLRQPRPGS
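Times: enzyme reaction 45 min at room temperature, colour 5 min, stabilisation 30 min. Material: SCP-1 catalytic fragment, aa 76-261. Medium: Acidic Tris acetate buffer with magnesium and detergent. Signal: colorimetric free-phosphate detection, absorbance 630 nm. Read-out basis: % inhibition of SCP-1 phosphate liberation. Reagent: Phosphorylated 17-residue peptide substrate.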
Neddylation inh = cullin neddylation inhibition | TR-FRET cullin neddylation, biochemical | calls only at 25 µM | 360,000 tested, 0.58% active | AID 651699; in the data active = inhibition above about 36%
Target sequence (P61081 whole entry, looked up): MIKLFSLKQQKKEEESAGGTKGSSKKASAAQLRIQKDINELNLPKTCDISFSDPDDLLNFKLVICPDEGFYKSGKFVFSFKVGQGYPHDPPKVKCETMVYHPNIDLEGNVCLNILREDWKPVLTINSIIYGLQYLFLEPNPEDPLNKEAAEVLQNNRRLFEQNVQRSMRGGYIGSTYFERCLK
Target sequence (Q13564 whole entry, looked up): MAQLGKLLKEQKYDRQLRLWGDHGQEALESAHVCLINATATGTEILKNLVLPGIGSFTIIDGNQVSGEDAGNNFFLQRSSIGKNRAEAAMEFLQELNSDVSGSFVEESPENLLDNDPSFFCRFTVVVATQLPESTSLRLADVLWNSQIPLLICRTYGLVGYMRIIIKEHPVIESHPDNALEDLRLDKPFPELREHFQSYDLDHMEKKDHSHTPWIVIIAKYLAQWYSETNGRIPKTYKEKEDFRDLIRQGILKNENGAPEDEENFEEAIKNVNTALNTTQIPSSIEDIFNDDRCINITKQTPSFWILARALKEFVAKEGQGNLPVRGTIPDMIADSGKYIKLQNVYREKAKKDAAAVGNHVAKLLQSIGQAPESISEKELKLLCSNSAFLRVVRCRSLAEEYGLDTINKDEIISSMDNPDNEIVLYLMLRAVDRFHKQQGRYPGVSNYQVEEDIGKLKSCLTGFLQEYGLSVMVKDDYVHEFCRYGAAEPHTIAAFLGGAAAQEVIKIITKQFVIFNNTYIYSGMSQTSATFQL
CendR NRP1 mod = modulators of CendR peptide binding to human neuropilin-1; FAM-RPARPAR peptide binding to NRP-1, fluorescence polarization; inhibition, % at 25 µM; 360,000 tested, 0.85% active;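 active = inhibition or corrected inhibition above about 18%, plus a signal ratio from 0.5 to 1.5, limit read from the data, passing the limit was not always enough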; note: strong numbers were not always called active
SKN-1 inh = C. elegans SKN-1 inhibition; AID 624304; 360,000 tested, 0.49% active; C. elegans VP596 Pgst-4::GFP/RFP ratio, acrylamide-induced, 24 h; inhibition, % at 21.8 µM;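 active = interference check ratio from 0.5 to 1.5 plus GFP to RFP signal ratio inhibition reaching or exceeding a fixed threshold, cut at about 30% in these data, passing the limit was not always enough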; note: some compounds called inactive have numbers as strong as hits
LMPTP block = LMPTP (human) inhibition; P24666; recombinant LMPTP-A, OMFP fluorogenic substrate, fluorescence intensity; inhibition, % at 20 µM; 360,000 tested, 0.22% active; AID 651560;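 active = compounds that cut the enzyme signal by at least half of the control window in the single-dose screen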;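 note: plate controls were DMSO wells with enzyme plus substrate for no effect and substrate without enzyme for full effect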
Target sequence (P24666 whole entry, looked up): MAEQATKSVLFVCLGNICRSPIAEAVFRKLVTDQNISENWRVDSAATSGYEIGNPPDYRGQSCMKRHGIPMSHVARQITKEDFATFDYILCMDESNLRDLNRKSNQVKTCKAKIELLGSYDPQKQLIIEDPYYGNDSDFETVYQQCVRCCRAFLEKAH
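Assay system: LMPTP-A phosphatase enzyme | Input: 0.625 nM enzyme | Also added: Fluorogenic phosphatase substrate OMFP at 400 µM final | Compound dosing: One test concentration per compound, 20 µM, with 3% DMSO overall | Schedule: 50 min enzyme reaction at room temperature, protected from light | Signal: Fluorescence intensity | Benchmarks: no-enzyme and uninhibited controls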
SUMO1 PPI mod = SUMO1-SIM interaction modulation. P63165. SUMO1 binding to a labelled peptide, TR-FRET, 1 h. inhibition, % at 20 µM. 360,000 tested, 0.33% active. AID 602429; in the data active = inhibition above about 37%
DNMT1 block = blocks human DNA methyltransferase DNMT1; inhibition (reported as % activation of signal), % at 10 µM; P26358; DNMT1 molecular beacon, Hinp1I cleavage, fluorescence; 360,000 tested, 0.83% active; AID 588458; in the data active = inhibition above about 50%
NadD inh = blocks S. aureus nicotinate mononucleotide adenylyltransferase | purified NadD enzyme, colorimetric absorbance read-out | inhibition, % at 20 µM | 360,000 tested, 0.78% active | AID 602399; in the data active = inhibition above about 26%; note: some compounds past the cut are filed as inactive
* marks the source's active call; other numbers are inactive results; i = inactive; nt = no result given.

The opening 4 compounds, ahead of the listing:
SMILES | STEP block | Tb MetRS inh | Scp1 inh | Neddylation inh | CendR NRP1 mod | SKN-1 inh | LMPTP block | SUMO1 PPI mod | DNMT1 block | NadD inh
COc1cccc(CC(=O)Nc2nc3ccccc3[nH]2)c1 | -3 | 6.0* | -2 | i | 10 | -18 | -1.4 | 15 | 5 | -4
CC(C)(NC(=O)N1CCCC1)c1cccc(C(C)(C)NC(=O)N2CCCC2)c1 | -2 | 1.4 | 3 | i | 7 | 3 | -1.0 | -1 | 0 | -1
O=C(Nc1ccc2c(c1)OCO2)c1ccc(S(=O)(=O)NCC2CCCO2)cc1 (stereo unspecified) | -3 | -1.0 | -4 | i | -3 | -5 | -1.0 | 3 | 2 | -2
NC(=O)c1cccc(-c2csc(C(O)c3cccc(Cl)c3)n2)c1 (stereo unspecified) | -1 | 0.4 | nt | i | -17 | -6 | -2.5 | -4 | 10 | -3

All compounds of this part, previewed entries included:
SMILES | STEP block | Tb MetRS inh | Scp1 inh | Neddylation inh | CendR NRP1 mod | SKN-1 inh | LMPTP block | SUMO1 PPI mod | DNMT1 block | NadD inh
COc1cccc(CC(=O)Nc2nc3ccccc3[nH]2)c1 | -3 | 6.0* | -2 | i | 10 | -18 | -1.4 | 15 | 5 | -4
CC(C)(NC(=O)N1CCCC1)c1cccc(C(C)(C)NC(=O)N2CCCC2)c1 | -2 | 1.4 | 3 | i | 7 | 3 | -1.0 | -1 | 0 | -1
O=C(Nc1ccc2c(c1)OCO2)c1ccc(S(=O)(=O)NCC2CCCO2)cc1 (stereo unspecified) | -3 | -1.0 | -4 | i | -3 | -5 | -1.0 | 3 | 2 | -2
NC(=O)c1cccc(-c2csc(C(O)c3cccc(Cl)c3)n2)c1 (stereo unspecified) | -1 | 0.4 | nt | i | -17 | -6 | -2.5 | -4 | 10 | -3
Cn1c(/C=C/N2CCOCC2)c(C(=O)c2ccc(Br)cc2)c(=O)n(C)c1=O | 0 | -1.7 | -5 | i | -10 | -21 | -0.7 | -1 | 8 | -6
COc1cc(C(C)=O)ccc1OCC(=O)Nc1ccccc1N1CCCCC1 | 0 | -0.5 | -2 | i | 6 | 8 | 1.3 | 5 | 0 | -2
CCC(=O)c1ccc(SC(=O)N(C)C)cc1O | 4 | -0.2 | -5 | i | -2 | 1 | -1.5 | 0 | -3 | -3
Cc1ccc(C)n1-c1ccc(-c2nnco2)cc1 | -1 | -0.9 | nt | i | -6 | 1 | 3.7 | 3 | -9 | 21
C=C(c1ccccc1O)n1ccnc1 | -3 | -0.8 | 3 | i | 3 | -11 | 0.4 | -4 | 1 | 1
CCOc1ccc(-n2cnnn2)cc1S(=O)(=O)NC1CC1 | -3 | -0.3 | 19 | i | 3 | 7 | -0.9 | -1 | 3 | -3
COC(=O)CNC(=O)C(Cc1c[nH]c2ccccc12)NC(=O)Oc1ccccc1 (stereo unspecified) | -4 | -0.8 | -6 | i | -2 | 3 | -0.2 | 0 | -6 | -5
O=C(Cc1ccc([N+](=O)[O-])cc1)N/N=C/c1ccc([N+](=O)[O-])o1 | 3 | -0.1 | -4 | i | -8 | -4 | 0.3 | -20 | -4 | -2
C=C(C)C1(O)OC(=O)C=C1OC (stereo unspecified) | -3 | -1.2 | 4 | i | -10 | 6 | 0.0 | -2 | 53* | 2
O=[N+]([O-])c1ccc(NC(=S)N2CCc3ccccc3C2)cc1 | 0 | 0.1 | -11 | i | -4 | 23 | 1.3 | -20 | -3 | 0
COc1ccc(CNC(=O)/C=C/c2cc([N+](=O)[O-])ccc2OC(F)F)cc1 | -4 | -0.5 | -6 | i | -2 | -23 | 1.8 | -18 | 6 | -8
COc1ccc(CNC(=O)c2ccc(S(=O)(=O)N3CCOCC3)cc2)cc1 | 4 | 0.0 | -7 | i | 6 | 1 | -1.0 | 3 | 5 | -1
CCOc1ccc2c(c1)c(=O)c(S(=O)(=O)c1ccc(C)cc1)cn2CC | 3 | -0.1 | -3 | i | 7 | -7 | -1.2 | 1 | 0 | 4
O=C(C[C@H]1C/C=C\C[C@H](NC(=O)OCC2c3ccccc3-c3ccccc32)C(=O)O[C@@H](c2ccccc2)CNC1=O)NCCO | 1 | -1.6 | -12 | i | 14 | 9 | 0.9 | 2 | -6 | -1
CCOC(=O)c1c(-c2ccccc2)[nH]c2ccc(O)cc12 | 1 | 1.6 | -11 | nt | 1 | -42 | 0.5 | 3 | -3 | -5
COc1ccc(C(CNC(=O)COc2ccc(F)cc2Cl)N2CCCCC2)cc1 (stereo unspecified) | -3 | 0.3 | -10 | i | 5 | 1 | -2.5 | 3 | -7 | -2
Nc1nc(NCc2ccco2)nc(Nc2ccc(F)cc2)c1[N+](=O)[O-] | 4 | -0.2 | 7 | i | 8 | -11 | 0.5 | -3 | 13 | -4
Cc1ccc(CN2CCC(n3nccc3NC(=O)c3ccccc3C)CC2)o1 | -2 | -0.4 | -4 | i | 1 | 36* | -0.4 | -1 | 0 | -5
O=S(=O)(NCC(c1ccco1)N1CCN(c2ccccc2F)CC1)c1ccc2c(c1)OCCO2 (stereo unspecified) | -7 | 0.0 | -8 | i | 7 | -5 | 2.7 | -1 | -3 | -3
CC(=O)c1cccc(NC(=O)c2ccc(N(Cc3ccc(C)cc3)S(C)(=O)=O)cc2)c1 | 0 | -1.3 | -3 | i | 21 | -16 | 2.1 | 1 | -7 | -12
C#CCn1c2ccccc2c2nc3ccccc3nc21 | 4 | 0.1 | -3 | i | -2 | 27 | -0.4 | -6 | 1 | -5
COc1ccccc1-c1nc2ccccc2c(=O)n1NC(=O)c1cccs1 | 1 | -0.6 | -5 | i | -10 | -11 | -1.6 | 0 | 3 | -1
C=CCNC(=S)N/N=C/c1ccc(C)s1 | -1 | -0.6 | -16 | i | -4 | -6 | -1.2 | -6 | 1 | -1
CC(Oc1ccc2c3c(c(=O)oc2c1)CCCC3)C(=O)NCc1ccncc1 (stereo unspecified) | 3 | 0.8 | -3 | nt | 12 | 23 | 1.0 | 2 | 0 | 0
CCOc1ccc(NC(=O)Nc2ccc(N(C)C(C)=O)cc2)cc1 | 2 | -0.4 | -5 | i | 2 | -6 | -0.9 | 1 | 2 | 3
CCN(C(=O)COC(=O)c1cc(OC)c(OC)cc1[N+](=O)[O-])C1CCS(=O)(=O)C1 (stereo unspecified) | 2 | 1.7 | -5 | i | 7 | 1 | -1.1 | -18 | -1 | 3
C=CCOC(=O)C1=C[C@@H](c2coc3ccccc3c2=O)[C@H](CCCO)[C@@H](OCC)O1 | -5 | -0.2 | -10 | i | 5 | 22 | 0.7 | -1 | 3 | 2
Cc1c(-c2ccccc2)n[nH]c1C(=O)N=Nc1c(O)[nH]c2ccccc12 | 2 | -0.3 | 17 | i | 4 | 8 | 5.8 | 2 | 48 | 12
Cc1ccc(S(=O)(=O)N2CCC(C(=O)OCC(=O)N(C)CC(=O)Nc3ccc(F)cc3)CC2)cc1C | -1 | -0.4 | -3 | i | -7 | 5 | 0.5 | 1 | 1 | -6
CCc1ccc(OCC(=O)NC(=S)Nc2ccc(C)cc2C)c(Br)c1 | 4 | -0.1 | -7 | i | -18 | 3 | -1.0 | -4 | 13 | -1
CCCCNS(=O)(=O)c1ccc(OCC(=O)OC)cc1 | 1 | -0.7 | 17 | i | 5 | -1 | -1.3 | -5 | -5 | -1
C[C@H](CO)N1C[C@H](C)[C@@H](CN(C)S(=O)(=O)c2cn(C)cn2)Oc2ccc(NC(=O)Nc3ccc4c(c3)OCO4)cc2C1=O | -1 | 0.1 | -5 | i | 1 | 2 | -0.5 | -4 | -1 | 10
COC(=O)CC(=O)Cc1nc(N)nc(Nc2ccc(C)c(C)c2)n1 | 0 | -1.2 | 5 | i | 1 | 1 | -2.3 | -1 | 2 | -2
Nc1c(O)cccc1C(=O)O | 3 | 0.3 | -14 | nt | 0 | -4 | 1.4 | -6 | -8 | 3
Cc1ccc(-n2nc3c([n+]2[O-])CCc2nonc2-3)cc1 | -2 | -0.1 | -9 | i | -4 | 8 | 0.6 | 0 | -1 | -2
C[C@H]1CN(C2CCCCC2)C(=O)[C@@H]1CC(=O)NCc1ccccc1 | -2 | -0.1 | -3 | i | 17 | -4 | -1.2 | 4 | 2 | -4
Cc1cccc([N+](=O)[O-])c1NC(=O)CN(Cc1ccccc1)Cc1ccccc1 | 1 | -0.7 | 0 | i | 0 | 3 | 2.5 | -6 | -3 | -4
CC(C)(C)c1ccc(/C=C/C(=O)N2CCOCC2)cc1 | 0 | -0.4 | -4 | i | 15 | -3 | -1.2 | 0 | -1 | 4
COc1ccc(N2C(=O)c3ccccc3NC2(C)C)cc1 | 1 | -0.5 | 4 | nt | -2 | -3 | -0.2 | 0 | 0 | 3
COc1ccc(C(=O)Nc2ccccc2N2CCCCC2)cc1[N+](=O)[O-] | -2 | -0.3 | 1 | i | 16 | 8 | 1.9 | -12 | 2 | 0
CCOC(=O)c1[nH]c2ccc(OC)cc2c1NC(C)=O | -1 | -0.1 | -3 | nt | 3 | -6 | -1.4 | -3 | 0 | 1
COc1cccc(CN2CCNC(=O)C2CC(=O)NCC2CCOCC2)c1 (stereo unspecified) | 0 | -0.5 | -1 | i | 2 | 5 | -0.2 | 3 | 0 | -1
O=C(CCc1ccc(S(=O)(=O)NCCc2ccccc2)cc1)Nc1ccc2c(c1)OCCO2 | 4 | 0.6 | -2 | i | 4 | -5 | 0.2 | 0 | -2 | -12
Fc1ccc(-c2oncc2-c2nnnn2-c2ccccc2)cc1F | -2 | -0.6 | 0 | i | 4 | 10 | 0.4 | -3 | 5 | -6
COc1ccc(S(=O)(=O)NCCc2nnc3ccc(SCC(=O)Nc4cc(C)on4)nn23)cc1 | 0 | -0.5 | -5 | i | 0 | -7 | -1.3 | -1 | 6 | 3
Cc1ccc(-n2c(N)c(Br)c(=O)[nH]c2=O)cc1C | -3 | -0.2 | -4 | i | -4 | -4 | -1.6 | -1 | -1 | -6
More results.
SMILES | STEP block | Tb MetRS inh | Scp1 inh | Neddylation inh | CendR NRP1 mod | SKN-1 inh | LMPTP block | SUMO1 PPI mod | DNMT1 block | NadD inh
COC(=O)C(C)NC(=O)C(C)NC(=O)OCc1ccccc1 (stereo unspecified) | 0 | -0.1 | -2 | i | -5 | -7 | -1.5 | 2 | 3 | -2
COc1ccc(-c2cc(C(=O)Nc3c(C)nn(Cc4ccccc4)c3C)no2)cc1 | -2 | -0.1 | 0 | i | -4 | 36* | -0.8 | 2 | -4 | 5
O=C(NC1CCCC1)C(c1ccc(Cl)cc1)N(Cc1ccc(F)cc1)C(=O)CCl (stereo unspecified) | -3 | -0.4 | -14 | i | 5 | 1 | -0.3 | -1 | 13 | 0
COc1cccc(NC(=O)Cn2nnc(C(=O)NCCc3ccccc3)c2N)c1 | -6 | -0.8 | 2 | i | -7 | 0 | -1.5 | 1 | 3 | -6
